Screening data: PubChem BioAssay, Broad Institute
U2OS ROS induce: inducers of reactive oxygen species in cancer cells; U2OS ROS induction, H2DCF-DA fluorescence; ROS induction (% of piperlongumine), % at 10 µM; 46,000 tested, 2% active; AID 624156; in the data active means ROS induction above about 79%, passing the limit was not always enough; inconclusive means no clear call, values can overlap the other calls;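 further: 0% = DMSO vehicle median and 100% = reference compound median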
* = called active by the depositor; ? = inconclusive. This is a subset (hit frequency here may not be typical).

SMILES | U2OS ROS induce
O=C(N/N=C/c1ccc(O)cc1Br)c1ccccc1O | -5.1
CN(C)C=Nc1ncc2c([nH]c3ccccc32)c1C#N | -1.7
C[C@H]1CN([C@@H](C)CO)C(=O)CCCn2cc(nn2)CO[C@H]1CN(C)S(=O)(=O)c1ccccc1 | -21.7
Cc1ccc(S(=O)(=O)N(C)C[C@H]2Oc3ccc(NS(C)(=O)=O)cc3C(=O)N([C@@H](C)CO)C[C@@H]2C)cc1 | -11.3
COc1ccc(NC(=O)Nc2cccc3c2O[C@H](CN(C)S(=O)(=O)c2ccc(OC)cc2)[C@H](C)CN([C@H](C)CO)C3=O)cc1 | -0.6
Cc1noc(C)c1S(=O)(=O)N(C)C[C@H]1Oc2ccc(NC(=O)C3CCCCC3)cc2CC(=O)N([C@@H](C)CO)C[C@H]1C | -11.4
O=C(C1CCCO1)N1N=C(c2c(-c3ccccc3)c3cc(Cl)ccc3[nH]c2=O)CC1c1ccco1 (stereo not drawn) | 177.9*
C[C@H](CO)N1C[C@H](C)[C@@H](CN(C)C(=O)Nc2cccc3ccccc23)Oc2ccc(NC(=O)C3CCCCC3)cc2C1=O | -2.2
Cc1ccc(S(=O)(=O)N(C)Cc2nc(-c3ccncc3)no2)cc1 | -15.9
Cn1c(SCC(=O)Nc2ccc(F)c(F)c2)nnc1-c1ccccn1 | -5.3
C[C@@H]1CN([C@H](C)CO)C(=O)c2cc(NC(=O)Nc3ccc(C(F)(F)F)cc3)ccc2O[C@@H]1CN(C)Cc1ccc(C(F)(F)F)cc1 | 2.9
CC1CCCCN1CCNc1ccc2nnc(-c3ccc(F)cc3)n2n1 (stereo not drawn) | 42.6
COC(=O)c1c(NC(=S)NC(=O)c2ccccc2)sc2c1CCCC2 | -8.9
COc1ccc(C)cc1S(=O)(=O)N(C)CC(=O)N1CCCC1 | -7.5
Cc1ccc(-c2nc(SC3CC(=O)N(c4ccccc4)C3=O)n[nH]2)cc1 (stereo not drawn) | -12.3
CCNS(=O)(=O)c1cc(-c2nnc(OC)c3ccccc23)ccc1C | 12.0
C[C@H]1CN([C@@H](C)CO)C(=O)c2cc(NC(=O)Nc3ccc4c(c3)OCO4)ccc2O[C@@H]1CN(C)Cc1ccc(Cl)c(Cl)c1 | 17.0
CC(NS(=O)(=O)c1cccc(Cl)c1)C(=O)Nc1ccc(Br)cc1F (stereo not drawn) | -11.6
C[C@H](CO)N1C[C@H](C)[C@H](CN(C)C(=O)Nc2ccc(F)cc2)Oc2ccc(NC(=O)C3CCCCC3)cc2CC1=O | 1.5
COc1ccc(CN2CC(C(=O)NCCCN3CCC(C)CC3)CC2=O)cc1 (stereo not drawn) | -7.5
CCOC(=O)c1cc2c(c(CSc3ccc(C(F)(F)F)cn3)c1)OCOC2 | 3.0
O=c1ccnc(SCc2ccc(Cl)cc2)[nH]1 | 49.0
COc1ccccc1CN1C(=O)c2ccccc2[C@](Cc2ccccc2I)(C(=O)NCc2ccccc2)[C@@H]1c1ccc(CO)cc1 | 38.3
CNC[C@@H]1Oc2ccc(NS(C)(=O)=O)cc2C(=O)N([C@@H](C)CO)C[C@@H]1C | 0.7
C[C@@H]1CN([C@H](C)CO)C(=O)Cc2cc(NC(=O)Nc3ccc(F)cc3)ccc2O[C@@H]1CN(C)Cc1ccc(C(F)(F)F)cc1 | 41.0
CC(C)NC(=O)N(C)C[C@@H]1Oc2ccc(NC(=O)Cc3ccccc3)cc2CC(=O)N([C@H](C)CO)C[C@@H]1C | 0.8
C[C@@H]1CN([C@H](C)CO)C(=O)CCCn2cc(nn2)CO[C@@H]1CN(C)C(=O)Nc1ccc(C(F)(F)F)cc1 | 10.7
Cc1cccc(C)c1NC(=O)CN(c1cccc(F)c1)S(C)(=O)=O | 1.1
CCOC(=O)N1CCN(C(=O)CCCn2c(=S)[nH]c3ccc(Br)cc3c2=O)CC1 | -7.4
Cc1noc(C)c1NC(=O)N(C)C[C@H]1Oc2ccc(NC(=O)c3ccncc3)cc2CC(=O)N([C@@H](C)CO)C[C@H]1C | -3.6
O=C(NC1CCCCCCC1)c1ccc(CNS(=O)(=O)c2ccc(F)cc2)cc1 | -2.8
O=C(CCC(=O)Nc1cccc2ccccc12)Nc1cccc2ccccc12 | -6.2
C[C@@H]1CCCCO[C@@H](CN(C)S(=O)(=O)c2cccs2)[C@@H](C)CN([C@H](C)CO)C(=O)c2cc(NC(=O)c3ccncc3)ccc2O1 | 13.6
CN(CC(=O)Nc1ncn[nH]1)S(=O)(=O)c1ccc2ccccc2c1 | -11.0
C[C@H](CO)N1C[C@H](C)[C@H](CN(C)Cc2ccc(-c3ccccc3)cc2)Oc2ccc(NS(=O)(=O)c3ccc(F)cc3)cc2C1=O | -5.6
CN(C)/C=C1\N=C(c2cccnc2Oc2ccc(Cl)cc2)OC1=O | -3.5
C[C@@H]1CN([C@H](C)CO)C(=O)c2cccc(NC(=O)C3CCCCC3)c2O[C@@H]1CN(C)Cc1ccc2c(c1)OCO2 | 0.4
C[C@H]1CN([C@@H](C)CO)C(=O)c2cc(NC(=O)CCN3CCOCC3)ccc2O[C@H]1CN(C)C(=O)Nc1cccc2ccccc12 | 8.3
O=C(O)CCCCCC(=O)N/N=C/c1cccnc1 | 19.9
CN(C1CCCCC1)S(=O)(=O)c1ccc(N)cc1 | -13.4
COC(=O)c1c(C)n(CCNc2ccc([N+](=O)[O-])cc2)c2ccc(O)cc12 | 98.5*
O=C1C2C3C=CC(C3)C2C(=O)N1CCC1=CCCCC1 (stereo not drawn) | -1.2
O=C(NCc1ccc(S(=O)(=O)NCCN2CCOCC2)s1)c1ccccc1 | -0.6
COc1cc(NS(=O)(=O)c2ccc(NC(=S)NC(=O)c3ccco3)cc2)ncn1 | -1.0
CC(C)NC(=O)N(C)C[C@@H]1Oc2ccc(NC(=O)c3ccncc3)cc2C(=O)N([C@@H](C)CO)C[C@@H]1C | -7.4
COc1ccc(S(=O)(=O)N(C)C[C@H]2Oc3ccc(NS(=O)(=O)c4ccccc4)cc3CC(=O)N([C@@H](C)CO)C[C@H]2C)cc1 | 0.8
C[C@@H]1CN([C@H](C)CO)C(=O)c2cc(NC(=O)Cc3ccccc3)ccc2O[C@@H]1CN(C)S(=O)(=O)c1cn(C)cn1 | -3.2
C[C@H](CO)N1C[C@H](C)[C@H](CN(C)Cc2ccc(Cl)c(Cl)c2)Oc2ccc(NC(=O)c3ccncc3)cc2CC1=O | -2.0

4 of these compounds in a different format.
SMILES: Cc1ccc(-c2nc(SC3CC(=O)N(c4ccccc4)C3=O)n[nH]2)cc1 (stereo not drawn)
  U2OS ROS induce: -12.3

SMILES: CN(C1CCCCC1)S(=O)(=O)c1ccc(N)cc1
  U2OS ROS induce: -13.4

SMILES: Cc1ccc(S(=O)(=O)N(C)C[C@H]2Oc3ccc(NS(C)(=O)=O)cc3C(=O)N([C@@H](C)CO)C[C@@H]2C)cc1
  U2OS ROS induce: -11.3

SMILES: CC(NS(=O)(=O)c1cccc(Cl)c1)C(=O)Nc1ccc(Br)cc1F (stereo not drawn)
  U2OS ROS induce: -11.6

(next part)
SMILES | U2OS ROS induce
CC(=O)Nc1cccc(-c2nnc(SCC(=O)Nc3cccc(Cl)c3)n2C)c1 | -10.4
Cc1ccc(OCC(=O)Nc2ccc3c(c2)oc2ccccc23)cc1[N+](=O)[O-] | 21.8
c1ccc(-c2ccc3c4ccccc4cc-3o2)cc1 | 14.1
CC/C(=N/O)C(=O)c1ccc(Br)cc1 | -15.6
C[C@H]1CN([C@@H](C)CO)C(=O)Cc2cc(NS(=O)(=O)c3cn(C)cn3)ccc2O[C@@H]1CN(C)Cc1ccc(C(F)(F)F)cc1 | 10.9
CC1(C)Cc2nc3sc4c(SCC(=O)N5CCOCC5)ncnc4c3cc2CO1 | -5.3
C[C@@H]1CN([C@H](C)CO)C(=O)CCCn2nncc2CO[C@H]1CN(C)Cc1ccc2c(c1)OCCN2C | 5.8
Cc1ccc(-c2noc(CN(C(C)C)S(=O)(=O)c3ccccc3)n2)cc1 | 0.0
C[C@@H]1CN([C@@H](C)CO)C(=O)c2cc(NC(=O)Nc3ccccc3)ccc2O[C@@H]1CN(C)S(=O)(=O)c1ccc(F)cc1 | 7.1
Cc1noc(C)c1S(=O)(=O)N(C)C[C@@H]1OCc2cnnn2CCCC(=O)N([C@H](C)CO)C[C@@H]1C | 7.9
Fc1nc(N2CCOCC2)c2c(c1Cl)Oc1ccccc1O2 | 9.0
O=C1OC(c2ccccc2)=N/C1=C\N1CCCCC1 | 13.7
O=C(NC(C(=O)c1ccccc1)n1cnccc1=O)c1ccccc1 (stereo not drawn) | 13.8
CNC[C@@H]1Oc2ccc(NC(=O)NC(C)C)cc2CC(=O)N([C@@H](C)CO)C[C@@H]1C | 7.4
Cc1c(/C=C2\SC(=Nc3ccccc3)N(C3CCCC3)C2=O)c2ccccc2n1CC(N)=O | ?
C[C@H](CO)N1C[C@H](C)[C@H](CN(C)C(=O)NC2CCCCC2)Oc2ccc(NC(=O)Cn3cnnn3)cc2C1=O | 4.5
CC(C)NC(=O)N(C)C[C@H]1Oc2ccc(NS(=O)(=O)c3ccccc3)cc2CC(=O)N([C@@H](C)CO)C[C@H]1C | -1.0
C[C@H](CO)N1C[C@H](C)[C@H](CN(C)Cc2ccc(C(=O)Nc3ccccc3N)cc2)Oc2c(NS(=O)(=O)c3cn(C)cn3)cccc2C1=O | 4.4
O=C(NC(OCc1ccccc1)(C(F)(F)F)C(F)(F)F)c1ccccc1 | 21.9
Cc1noc(C)c1S(=O)(=O)Nc1ccc2c(c1)CC(=O)N([C@@H](C)CO)C[C@H](C)[C@@H](CN(C)C(=O)NC1CCCCC1)O2 | -5.0
COc1ccc(OCC(=O)Nc2ccccc2-c2nc3ccccc3s2)cc1 | -1.6
CCC(=O)NC(c1ccco1)c1c(OC(C)=O)ccc2ccccc12 (stereo not drawn) | -7.9
Cc1noc(C)c1NC(=O)N(C)C[C@@H]1Oc2ccc(NC(=O)Nc3ccc(F)cc3)cc2C(=O)N([C@@H](C)CO)C[C@@H]1C | -7.3
C[C@H](CO)N1C[C@H](C)[C@@H](CN(C)S(=O)(=O)c2cn(C)cn2)Oc2ccc(NC(=O)Nc3ccc4c(c3)OCO4)cc2C1=O | -11.2

Brought forward from above: 3 compounds; new compounds follow.
SMILES | U2OS ROS induce
CCC(=O)NC(c1ccco1)c1c(OC(C)=O)ccc2ccccc12 (stereo not drawn) | -7.9
Cc1noc(C)c1NC(=O)N(C)C[C@@H]1Oc2ccc(NC(=O)Nc3ccc(F)cc3)cc2C(=O)N([C@@H](C)CO)C[C@@H]1C | -7.3
C[C@H](CO)N1C[C@H](C)[C@@H](CN(C)S(=O)(=O)c2cn(C)cn2)Oc2ccc(NC(=O)Nc3ccc4c(c3)OCO4)cc2C1=O | -11.2
Nc1c(O)cccc1C(=O)O | -9.0
O=C(NCc1ccc(Cl)cc1)c1ccc2c(c1)N(Cc1cccc(F)c1)C(=O)CS2=O (stereo not drawn) | -11.8
C[C@H]1CC(O)C23COC(=O)[C@@H]2CCC[C@@H]3[C@@]12C[C@@H](c1ccoc1)OC2=O (stereo partly drawn) | -2.9
CC1=NN(C(=O)c2ccc(Cl)cc2)C(C)(C)C1 | -3.5
C=C1C2CC[C@@]3(C)[C@H](c4ccoc4)OC(=O)C[C@]13O[C@H]1CC(=O)C(C)(C)C(CC(=O)OC)[C@@]21C (stereo partly drawn) | 4.7
C[C@H](CO)N1C[C@H](C)[C@@H](CN(C)C(=O)Nc2ccc(C(F)(F)F)cc2)Oc2ccc(N(C)C)cc2C1=O | 21.9
C[C@H]1CN([C@@H](C)CO)C(=O)c2cccc(NC(=O)Nc3ccccc3)c2O[C@H]1CN(C)S(=O)(=O)c1ccccc1 | 16.0
COc1ccc(S(=O)(=O)Nc2ccc3c(c2)C(=O)N([C@@H](C)CO)C[C@@H](C)[C@H](CN(C)Cc2ccncc2)O3)cc1 | 0.3
COc1ccc(S(=O)(=O)N(C)C[C@H]2Oc3ccc(NC(=O)CCC(F)(F)F)cc3C(=O)N([C@H](C)CO)C[C@H]2C)cc1 | -16.0
C[C@@H]1CN([C@H](C)CO)C(=O)Cc2cc(NC(=O)Nc3ccc(F)cc3)ccc2O[C@H]1CN(C)C(=O)NC1CCCCC1 | 3.5
COc1ccc(S(=O)(=O)Nc2ccc3c(c2)C(=O)N([C@H](C)CO)C[C@H](C)[C@@H](CN(C)Cc2ccc(Cl)c(Cl)c2)OCCCC[C@@H](C)O3)cc1 | 151.0*
O=C(CSc1nc2ccc([N+](=O)[O-])cc2[nH]1)Nc1ccc2c(c1)OCCO2 | 4.8
C[C@H]1CN([C@@H](C)CO)C(=O)c2cc(NS(=O)(=O)c3ccc(F)cc3)ccc2O[C@H]1CN(C)S(=O)(=O)c1ccccc1 | 8.0
Cc1cccc(NC(=S)N2CCn3cccc3C2c2cccs2)c1 (stereo not drawn) | -3.7
COc1ccccc1CN(C)C[C@@H]1OCc2cn(nn2)CCCC(=O)N([C@@H](C)CO)C[C@H]1C | -2.3
COc1ccc(NC(=O)N(C)C[C@@H]2Oc3ncc(/C=C/c4ccccc4)cc3C(=O)N([C@H](C)CO)C[C@@H]2C)cc1 | 44.1
Cc1ccc(S(=O)(=O)N(C)C[C@@H]2Oc3c(NC(=O)NC(C)C)cccc3C(=O)N([C@@H](C)CO)C[C@@H]2C)cc1 | -5.9
C[C@@H]1CN([C@@H](C)CO)C(=O)c2cc(NC(=O)Nc3ccc4c(c3)OCO4)ccc2O[C@H]1CN(C)C | -5.4
O=C(NCc1ccc(Cl)cc1)C1CCC(CNS(=O)(=O)c2ccc(Cl)cc2)CC1 (stereo not drawn) | -7.6
CCOC(=O)c1cc(CC)sc1NC(=S)Nc1ccccc1C(F)(F)F | 10.6
C[C@H](CO)N1C[C@H](C)[C@H](CN(C)S(=O)(=O)c2cn(C)cn2)Oc2ccc(NC(=O)Nc3ccccc3)cc2C1=O | 9.7
